Bioassay records deposited in PubChem by several laboratories.
STK33 kinase inh – blocks human STK33 kinase activity. purified STK33, MBP phosphorylation, ADP-Glo luminescence. actives 0.073% (n = 320,000). Q9BYT3. inhibition, % at 10 µM;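 active means inhibition at or above 25%, using the most active replicate where run in duplicate; inactive means inhibition below 25%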
Target sequence (Q9BYT3 whole entry, looked up): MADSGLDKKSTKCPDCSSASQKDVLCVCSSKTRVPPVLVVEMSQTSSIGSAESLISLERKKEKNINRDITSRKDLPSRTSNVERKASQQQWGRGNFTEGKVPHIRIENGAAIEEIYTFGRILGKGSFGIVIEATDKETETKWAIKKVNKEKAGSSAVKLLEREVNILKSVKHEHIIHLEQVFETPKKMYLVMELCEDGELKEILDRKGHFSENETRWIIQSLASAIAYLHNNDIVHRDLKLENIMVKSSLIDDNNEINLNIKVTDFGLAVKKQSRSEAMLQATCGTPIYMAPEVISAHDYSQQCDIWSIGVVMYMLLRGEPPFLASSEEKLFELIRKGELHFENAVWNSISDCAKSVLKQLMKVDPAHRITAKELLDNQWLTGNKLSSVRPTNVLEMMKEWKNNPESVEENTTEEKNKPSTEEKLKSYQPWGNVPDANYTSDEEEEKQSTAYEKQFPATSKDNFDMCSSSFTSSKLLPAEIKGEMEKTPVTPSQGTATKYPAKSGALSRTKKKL
CHT PAM – allosteric activators of human choline transporter CHT; Q9GZV3; CHT-expressing cells, membrane potential dye, choline EC20; active compounds read high; LV-AA mutant CHT in HEK293 cells; B-score at 10 µM; actives 0.49% (n = 310,000);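 active means initial fluorescence not abnormally high and integrated response B-score, plate-corrected, over 3 SD above library mean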
Target sequence (Q9GZV3 whole entry, looked up): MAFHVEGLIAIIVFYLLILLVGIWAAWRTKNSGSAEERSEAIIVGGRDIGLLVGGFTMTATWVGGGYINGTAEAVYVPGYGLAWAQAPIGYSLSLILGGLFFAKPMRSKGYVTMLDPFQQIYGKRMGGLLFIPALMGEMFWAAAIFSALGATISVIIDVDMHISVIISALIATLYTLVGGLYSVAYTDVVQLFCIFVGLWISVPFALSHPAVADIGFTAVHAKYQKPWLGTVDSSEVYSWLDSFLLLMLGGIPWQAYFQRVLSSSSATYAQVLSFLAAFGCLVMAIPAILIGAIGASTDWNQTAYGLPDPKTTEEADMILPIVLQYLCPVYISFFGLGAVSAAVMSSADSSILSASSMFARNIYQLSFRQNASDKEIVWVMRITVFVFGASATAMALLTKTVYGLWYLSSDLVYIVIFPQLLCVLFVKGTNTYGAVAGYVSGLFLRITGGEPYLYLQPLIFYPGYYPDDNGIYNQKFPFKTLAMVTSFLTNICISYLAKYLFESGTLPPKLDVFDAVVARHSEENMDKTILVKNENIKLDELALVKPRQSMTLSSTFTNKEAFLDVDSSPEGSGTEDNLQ
CHT inh – human CHT choline transport inhibition | CHT-expressing cells, membrane potential dye, choline response; active compounds read low | Q9GZV3 | B-score at 10 µM | actives 0.86% (n = 310,000);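 active means B-score over 3 SD under the library average, and starting fluorescence ratio not unusually high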;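 further: choline stimulus applied at its EC90 after an EC20 pre-addition; B-score computed on integrated fluorescence ratio after choline addition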
* marks the source's active call; other numbers are inactive results; i = inactive; . = not tested or not shown.

Below each compound – CHT inh, CHT PAM, STK33 kinase inh
> COc1cccc(-c2noc(-c3ccc(Br)o3)n2)c1
  i, i, -1.9
> Cc1sc(NC(=O)c2ccco2)c(CN2CCN(c3ccc(F)cc3)CC2)c1C
  i, i, -0.3
> Cn1cc(-c2cccc(C(F)(F)F)c2)cc(C#N)c1=O
  i, i, -3.0
> CCc1cccc(C)c1NC(=O)CSc1nnc(C)o1
  i, i, -0.8
> CCn1c(SCC(=O)Nc2nccs2)nnc1-c1ccccn1
  i, i, -0.9
> CCOC(=O)C1=C(CC)Nc2ccccc2N=C1NC(=O)c1ccc(S(=O)(=O)N2CCCC2)cc1
  i, i, -0.8
> CCc1nnc(NC(=O)c2ccc(S(=O)(=O)N(CC(C)C)CC(C)C)cc2)o1
  i, i, 0.0
> COc1ccccc1NC(=O)Nc1cc(C(C)(C)C)nn1C
  i, i, -1.2
> O=S(=O)(Nc1nc2ccccc2[nH]1)c1ccc(Cl)cc1
  i, i, 1.2
> CCN(CC)c1ccc(NC(=O)c2cc3ccccc3o2)c(C)c1
  i, i, 0.9
> CCc1ccc(-c2nc(SCC(=O)N3CCOCC3)n[nH]2)cc1
  i, i, 0.6
> C=CCCC(=O)Nc1ccc(Br)cn1
  i, i, 0.7
> Cc1occc1C(=O)N1CCCC(N2CCN(c3ccccc3F)CC2)C1 (stereo not drawn)
  i, i, -1.1
> Cc1ccc(-c2nc3ncccn3c2Nc2ccc3c(c2)OCCO3)cc1
  i, i, -3.3
> Cc1cccc(N2CCN(C(=O)COCc3cc(-c4ccc5c(c4)OCO5)on3)CC2)c1C
  i, i, -0.9
> CN(C)C(CNC(=O)c1ccc(S(=O)(=O)NCc2ccco2)cc1)c1ccccc1 (stereo not drawn)
  i, i, -0.7
> O=[N+]([O-])c1cc(C(F)(F)F)ccc1NCCc1ccccn1
  i, i, -1.3
> COc1ccc(C2=NO[C@@H]3C(=O)N(c4ccc5c(c4)OCCO5)C(=O)[C@H]23)cc1OC
  i, i, -1.5
> O=C(COc1ncnc2ccccc12)NCCC1=CCCCC1
  i, i, -1.3
> Cn1c(SCCCC(=O)c2ccc(Br)cc2)nnc1-c1ccncc1
  i, i, -1.6
> O=C(NC1CCN(Cc2ccc(Cl)c(Cl)c2)CC1)c1ccccc1
  i, i, 0.6
> COc1ccc(-c2csc(NC(C)c3nc4cc(C(F)(F)F)ccc4n3CCOCCO)n2)cc1 (stereo not drawn)
  i, i, 0.0
> COc1ccc(-n2c(=O)[nH]c3cc(C(=O)NCCc4ccc(Cl)cc4)ccc3c2=O)cc1OC
  i, i, -4.5
> COc1ccc(C(C(=O)NC(C)(C)C)N(Cc2ccco2)C(=O)CCC(=O)Nc2ccccn2)cc1 (stereo not drawn)
  i, i, -0.5
> O=C(COc1ccccc1)NNC1=NS(=O)(=O)c2ccccc21
  i, i, -0.8
> Cc1[nH]c(C)c(S(=O)(=O)NCCc2ccc(S(N)(=O)=O)cc2)c1C(=O)N1CCCC1
  i, i, 0.0
> CCN1CCN(C(=O)C2CCN(S(=O)(=O)c3cccc4cccnc34)CC2)CC1
  i, i, -2.5
> CC(C(=O)Nc1ccccc1Cl)c1ccc([N+](=O)[O-])cc1 (stereo not drawn)
  i, i, -0.6
> CCOc1cc(C=O)ccc1OCCSc1ccc(C)cc1
  i, i, -1.5
> O=C(O)CC(CC(=O)O)(C(=O)O)c1ccccc1
  i, i, 0.5

By substructure, the compounds so far containing a CF3 group (three)
Below each compound – CHT inh, CHT PAM, STK33 kinase inh
> Cn1cc(-c2cccc(C(F)(F)F)c2)cc(C#N)c1=O
  i, i, -3.0
> O=[N+]([O-])c1cc(C(F)(F)F)ccc1NCCc1ccccn1
  i, i, -1.3
> COc1ccc(-c2csc(NC(C)c3nc4cc(C(F)(F)F)ccc4n3CCOCCO)n2)cc1 (stereo not drawn)
  i, i, 0.0

Single entries from above.
In STK33 kinase inh, CCc1nnc(NC(=O)c2ccc(S(=O)(=O)N(CC(C)C)CC(C)C)cc2)o1 is listed with 0.0
In STK33 kinase inh, COc1ccc(-n2c(=O)[nH]c3cc(C(=O)NCCc4ccc(Cl)cc4)ccc3c2=O)cc1OC is listed with -4.5

(next part)
Below each compound – CHT inh, CHT PAM, STK33 kinase inh
> O=C(CNCC1(N2CCOCC2)CCCCC1)Nc1ccc(Cl)cc1
  i, i, 0.0
> Cc1ccc(C2C3=C(CCCC3=O)OC3=C2C(=O)CCC3)cc1
  i, i, -0.2
> COc1cc(NC(=O)c2cc(-c3cccs3)on2)cc(OC)c1OC
  i, i, .
> COc1ccc(CCNC(=O)c2ccccc2NS(=O)(=O)c2cc(C(=O)O)ccc2OC)cc1
  i, i, -1.1
> Cc1nc2c(c(=O)n1CCC(C)C)c1nc3ccccc3nc1n2CC1CCCO1 (stereo not drawn)
  i, i, -0.1
> COc1cc(CO)ccc1OCc1nnnn1-c1ccc(C)cc1
  i, i, -1.1
> CCOC(=O)c1c(NC(=O)c2cccs2)sc(C)c1CC
  i, i, -0.3
> Cc1cc2c(=O)n(C)c(SCC(=O)Nc3cccc(O)c3)nc2s1
  i, i, 0.5
> COc1cc([N+](=O)[O-])ccc1NC(=O)CCCOc1ccc(C)cc1
  i, i, -2.2
> CCOc1ccc(C(=O)Nc2ccc3nc(N4CCN(CC)CC4)cc(C)c3c2)cc1
  i, i, 1.2
> CCc1nc(NCCc2ccccn2)c2nnn(Cc3ccccc3F)c2n1
  i, i, -3.8
> Cc1cc(C)c(C#N)c(Nc2ccccc2C)n1
  i, i, -0.2
> COc1cc(NC(=O)CSc2nc3[nH]ncc3c(=O)n2-c2ccc(Cl)cc2)cc(OC)c1
  i, i, -1.1
> Cc1ccc(NCc2ccccc2)cc1
  i, i, 0.3
> C/C(=N\Nc1nc(N2CCOCC2)nc(N2CCOCC2)n1)c1ccc([N+](=O)[O-])cc1
  i, i, -1.5
> COc1ccccc1/C=C/C(=O)Nc1cccnc1
  i, i, 1.9
> COc1ccccc1N1CCN(C(=O)c2cc3c(=O)n(C)c4ccccc4c3n2C)CC1
  i, i, 1.6
> COc1cccc(C(=O)N2c3ccccc3Sc3ccccc32)c1
  i, i, .
> Cc1onc(-c2ccc(Cl)cc2Cl)c1-c1csc(N/N=C/c2ccccc2)n1
  i, i, 0.8
> CC(C)(C)NC(=O)Nc1ccc2nccnc2c1
  i, i, 0.2
> CC(C)CCn1c(SCC(=O)N2CC(=O)Nc3ccccc32)nc2scc(-c3cccs3)c2c1=O
  i, i, -1.3
> Fc1ccc(OCCOCCN2CCNCC2)cc1
  i, i, -1.0
> COC(=O)c1ccccc1-n1c(CCC(=O)O)ccc1-c1ccc(F)cc1
  i, i, -0.4
> Nc1nnc(SCCN2C(=O)c3ccccc3S2(=O)=O)s1
  i, i, 1.1
> CCCCCCCCCCCCCCCC[n+]1ccc(/C=N/O)cc1
  i, i, 22.9
> Cc1nn2c(=O)cc(CSc3nc4ccccc4[nH]3)nc2s1
  i, i, -0.5
> O=C(O)CC(c1ccc(Cl)cc1)N1C(=O)CCC1=O (stereo not drawn)
  i, i, -0.2
> COc1ccc(C2=NO[C@@H]3C(=O)N(c4ccc(C)cc4C)C(=O)[C@H]23)cc1OC
  i, i, -3.1
> O=C(NNc1nc2cc3c(cc2s1)OCO3)c1ccccc1
  i, i, 0.3
> CC(C)[C@H](NC(=O)c1ccccc1)C(=O)NCCc1ccccc1
  i, i, -0.2

An excerpt from the list above, for reference:
Below each compound – CHT inh, CHT PAM, STK33 kinase inh
> O=C(NNc1nc2cc3c(cc2s1)OCO3)c1ccccc1
  i, i, 0.3
> CC(C)[C@H](NC(=O)c1ccccc1)C(=O)NCCc1ccccc1
  i, i, -0.2

(continued)
Below each compound – CHT inh, CHT PAM, STK33 kinase inh
> COc1ccc(S(=O)(=O)N(Cc2cc3ccc(OC)cc3[nH]c2=O)CC2COCCO2)cc1 (stereo not drawn)
  i, i, 20.6
> CCOC(=O)N1CCN(c2cc(=O)n(-c3cccc(C)c3)c(=O)[nH]2)CC1
  i, i, -0.1
> COc1ccc(Nc2nc(-c3ccc(OC)cc3)cs2)cc1
  i, i, 0.7
> c1ccc(-c2ccc(CN3C[C@@H]4C(c5ccccc5)C5(c6ccccc6)CC4(C5)[C@H]3c3ccccc3)cc2)cc1 (stereo partly drawn)
  i, i, -0.4
> O=C(c1sccc1-c1ccccc1)N1CCN(S(=O)(=O)c2ccccc2)CC1
  i, i, -3.2
> CCN(CC)S(=O)(=O)c1ccc(Oc2ccc(S(=O)(=O)N(CC)CC)cc2)cc1
  i, i, 0.0
> CCOC(=O)c1ccc(NC(=O)C2CCCN(S(=O)(=O)c3cnc[nH]3)C2)cc1 (stereo not drawn)
  i, i, -2.8
> Cc1ccc2nc(SCC(=O)NCc3ccco3)c(C)cc2c1
  i, i, -0.1
> COc1ccc(OCC(O)CNC(=O)c2sccc2Cl)cc1 (stereo not drawn)
  i, i, -0.3
> C=CCCC(=O)N1CCCC(Cc2cccc(Cl)c2)(C(=O)OCC)C1 (stereo not drawn)
  i, i, 0.7
> Cc1nc(N)sc1N=Nc1ccc(F)cc1
  i, i, 3.5
> CSc1ccc(S(=O)(=O)Nc2ccc(F)cc2)cc1
  i, i, -0.8
> COc1ccc(/C=C/C(=O)OC2CCCCC2CN(C)C)cc1 (stereo not drawn)
  i, i, 3.6
> CCOC(=O)C1CCCN(C(=O)CSc2nc(C)cc(C)n2)C1 (stereo not drawn)
  i, i, 1.0
> Oc1ccc(Cl)cc1N=Nc1ccccc1
  i, i, 3.6
> O=C(NC12CC3CC(CC(C3)C1)C2)N1CCCC(CO)C1 (stereo not drawn)
  i, i, -0.3
> COc1ccc(C2C=C(c3ccc(Br)cc3)Nc3nc(NS(C)(=O)=O)nn32)cc1 (stereo not drawn)
  i, i, 0.6
> O=C(O)c1cccc(N/N=C/c2cc(Br)cc(Br)c2O)c1
  i, i, 1.6
> CCCCNc1c([N+](=O)[O-])ncn1C
  i, i, -1.3
> COc1ccc(Br)cc1CSC(=N)N
  i, i, 0.6
> COc1ccc(N(CC(=O)NCCSCc2ccc(C)cc2)S(=O)(=O)c2ccccc2)cc1
  i, i, -2.6
> CS(=O)(=O)N1CCN(C(=O)c2ccc(F)cc2)CC1
  i, i, -1.3
> N#Cc1c(-c2ccco2)cc(-c2cccnc2)nc1N
  i, i, 5.9
> O=[N+]([O-])c1ccc(Cl)c(S(=O)(=O)Nc2ccc(S(=O)(=O)N3CCOCC3)cc2)c1
  i, i, -0.2
> CCCCc1cc(=O)oc2cc(C)cc(OC(C)C(=O)NCc3cccnc3)c12 (stereo not drawn)
  i, i, -1.9
> CSc1nc2sc3c(c2c(=O)[nH]1)CCC3
  i, i, 0.8
> O=C(CN1C(=O)/C(=C2\SC(=S)N(C3CCS(=O)(=O)C3)C2=O)c2ccccc21)Nc1ccccc1 (stereo not drawn)
  i, i, -0.3
> CC(=O)NNC(=O)c1[nH]c2ccc(Cl)cc2c1-c1ccccc1
  i, i, 1.3
> Cc1ccc(NC(=O)c2cc(NC(=O)c3ccco3)ccc2N2CCOCC2)cc1
  i, i, 0.3
> O=C(NCCc1ccccc1)c1oc2ccccc2c1COc1ccccc1
  i, i, 2.6
> CC(=O)c1ccc(-n2nnnc2SCC(=O)Nc2cccc(NC(=O)c3ccco3)c2)cc1
  i, i, 0.6
> Cc1oc2cc3oc(=O)ccc3cc2c1C
  i, i, -1.2
> CCN(CC(=O)Nc1c(F)cccc1F)C(=O)c1ccc(-n2cncn2)c([N+](=O)[O-])c1
  i, i, -0.6
> c1ccc(CNc2ccccn2)cc1
  i, i, 0.3
> O=S(=O)(NCCOc1ccccc1)c1ccc2ccccc2c1
  i, i, -0.4
> C#CCN(C(=O)c1cc(COc2cccc(C(F)(F)F)c2)on1)C1CCCCC1
  i, i, 1.2
> CC(C)(C)NC(=O)N1CCN(c2ncccc2C(F)(F)F)CC1
  i, i, -1.6
> Cc1ccc2oc(=O)c3cc(C(=O)Nc4cc(-c5cccc(F)c5)no4)sc3c2c1
  i, i, -1.8
> CC(C)[C@H](NC(=O)CCCn1nnc2ccccc2c1=O)C(=O)O
  i, i, -0.7
> CCOC(=O)/C(N=Nc1ccc2c(c1)OCO2)=C(\C)O
  i, i, 0.8
> COc1ccc(-c2ccc(C)cc2)cc1[C@H]1[C@H]2C=CC[C@@H](C)[C@@H]2C(=O)N1Cc1ccccc1
  i, i, -1.2
> O=C(Nc1ccc(Cl)c(C(F)(F)F)c1)NC1CC2CCCC(C1)N2Cc1ccccc1 (stereo not drawn)
  i, i, -1.0
> O=C1CCC(C(=O)Nc2ccccc2N2CCOCC2)=NN1
  i, i, -0.2
> O=C1Nc2c(ccc(Cl)c2Cl)C(=O)C1(F)c1ccccc1 (stereo not drawn)
  i, i, 0.0
> Cc1cccc(OCc2nnc(SCC(=O)Nc3ccc(C)c(Cl)c3)o2)c1
  i, i, -0.7
> Cc1ccc(NC(=O)CC(=O)Nc2ccc(C)cc2)cc1
  i, i, -0.8
> COC(=O)COc1ccc(NC(=O)C(c2ccccc2)c2ccccc2)cc1
  i, i, 0.7
> N#CC1=C(N)Oc2[nH]c(=S)[nH]c(=O)c2C12C(=O)Nc1ccccc12 (stereo not drawn)
  i, i, -3.3
> Cc1cc(C)c(S(=O)(=O)N2CCN(C(=O)N3CCOCC3)CC2)c(C)c1
  i, i, -0.8
> O=[N+]([O-])c1ccc(Sc2ccc(F)cc2)nc1
  i, i, -2.9
> O=C(c1cccc(S(=O)(=O)Nc2cccc(C(F)(F)F)c2)c1)N1CCOCC1
  i, i, -0.2
> COC(=O)c1[nH]c2ccc(Br)cc2c1NC(=O)C(C)N1CCN(C2CCCCC2)CC1 (stereo not drawn)
  i, i, -0.4
> O=C(c1cccn2c(=O)c3cc(Br)ccc3nc12)N1CCN(c2ccccn2)CC1
  i, i, -0.5
> Cc1ccc(CNC(=O)CCS(=O)(=O)c2ccc(Cl)cc2)cc1
  i, i, 0.4

This is a random part of the collection. About 1.5% of those tested had a hit in this group.
